FBW7 act: FBW7 E3 ligase activators, primary screen, biochemical, AlphaScreen, human; normalized activity (activation), % at 26.1 µM; AlphaScreen FBW7–phospho-cyclin E peptide binding, activator screen; 650,000 compounds, 0.13% hits; in the data active = normalized activity above about 1.9%;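 note: purified mutant Fbw7 with reduced substrate affinity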
Target sequence (Q969H0 whole entry, looked up): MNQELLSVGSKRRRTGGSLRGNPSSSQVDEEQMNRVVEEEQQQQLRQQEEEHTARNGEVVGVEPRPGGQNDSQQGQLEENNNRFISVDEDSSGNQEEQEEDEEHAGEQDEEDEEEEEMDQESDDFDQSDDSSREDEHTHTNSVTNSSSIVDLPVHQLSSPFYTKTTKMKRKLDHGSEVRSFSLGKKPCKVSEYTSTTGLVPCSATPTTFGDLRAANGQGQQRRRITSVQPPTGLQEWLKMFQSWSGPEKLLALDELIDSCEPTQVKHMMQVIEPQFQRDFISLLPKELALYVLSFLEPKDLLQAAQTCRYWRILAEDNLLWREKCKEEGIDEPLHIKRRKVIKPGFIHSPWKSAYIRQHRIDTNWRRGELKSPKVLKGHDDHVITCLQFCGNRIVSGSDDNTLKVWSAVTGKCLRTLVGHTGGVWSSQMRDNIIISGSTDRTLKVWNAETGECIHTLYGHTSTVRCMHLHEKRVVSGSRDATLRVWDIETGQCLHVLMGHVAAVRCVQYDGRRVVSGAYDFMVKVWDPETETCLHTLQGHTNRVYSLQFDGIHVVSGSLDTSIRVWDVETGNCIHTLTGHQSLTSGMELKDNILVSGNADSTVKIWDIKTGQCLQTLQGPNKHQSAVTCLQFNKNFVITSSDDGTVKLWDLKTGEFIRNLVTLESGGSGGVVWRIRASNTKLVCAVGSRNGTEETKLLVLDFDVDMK
GPR151 ag: activators of human GPR151, primary screen, cell-based, PathHunter beta-arrestin, luminescence. PathHunter beta-arrestin GPR151 cells. activation, % at 11.2 µM. 650,000 compounds, 1% hits. G-protein coupled receptor 151 (Homo sapiens), Q8TDV0. AID 1508602, 2020; in the data active = activation above about 4.9%;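 note: 0% = median of compound wells and 100% = cells with positive control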
Target sequence (Q8TDV0 whole entry, looked up): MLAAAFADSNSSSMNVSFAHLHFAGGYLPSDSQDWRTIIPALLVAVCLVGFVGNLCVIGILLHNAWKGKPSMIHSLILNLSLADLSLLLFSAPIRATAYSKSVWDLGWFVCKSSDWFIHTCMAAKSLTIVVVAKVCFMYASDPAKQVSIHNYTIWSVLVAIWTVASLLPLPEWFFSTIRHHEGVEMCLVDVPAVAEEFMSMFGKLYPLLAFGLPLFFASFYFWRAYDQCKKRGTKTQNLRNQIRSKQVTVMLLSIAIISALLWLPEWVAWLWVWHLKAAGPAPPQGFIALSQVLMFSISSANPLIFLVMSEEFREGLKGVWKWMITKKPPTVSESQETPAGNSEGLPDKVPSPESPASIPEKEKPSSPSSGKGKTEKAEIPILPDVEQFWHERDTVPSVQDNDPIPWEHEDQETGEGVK
MITF primary: MITF inhibitors, primary screen, biochemical, AlphaScreen, human; AlphaScreen MITF homodimerization, bead proximity signal; inhibition, % at 2.6 µM; AID 1259374, 2018; 650,000 compounds, 0.91% hits; in the data active = inhibition above about 50%;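 note: 0% = vehicle wells with protein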
TEAD-YAP inh: TEAD-YAP interaction inhibition, primary screen, TEAD-YAP interaction inhibitor project, luminescence, HEK-TIYL cells. TEAD-Gal4/YAP UAS-luciferase luminescence. AID 1259422, 2018. inhibition, % at 9.12 µM. 640,000 compounds, 1.4% hits; in the data active = inhibition above about 32%;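 note: 0% = median of test compound wells and 100% = reference inhibitor wells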
Active calls of the source: *.

SMILES | FBW7 act | GPR151 ag | MITF primary | TEAD-YAP inh
O=[N+]([O-])c1ccc(-n2ncc3ccc(-c4ncn[nH]4)cc32)cc1 | 0.1 | -5.3 | 20 | -87
c1ccc(-c2csc3ncn4nnnc4c23)cc1 | 0.1 | -1.3 | 16 | -12
O=C(c1ccc(Cl)c(S(=O)(=O)N2CCOCC2)c1)N1CCCC1 | 0.0 | -0.4 | 10 | -5
O=C1CNC23CCCCC2C(c2ccccc2O3)C1C(=O)Nc1ccccc1 (configuration not stated) | 0.1 | -1.9 | 9 | -46
CCOC(=O)C1=C(C)N=c2s/c(=C\c3ccc(OC)c(O)c3)c(=O)n2C1c1ccc(OC(C)C)cc1 (configuration not stated) | 0.0 | 0.1 | 3 | 4
CC(=O)c1ccc(OCC(=O)Nc2cccc(C)c2)cc1 | -0.1 | -0.9 | -8 | -26
COc1ccc(C2=N/C(=C\c3ccccc3Cl)C(=O)O2)c(Cl)c1 | 0.0 | 0.5 | 1 | -11
CNC(=O)/C(=C/c1ccc(-c2ccc(Br)cc2)o1)NC(=O)c1ccc(C)cc1 | 0.0 | 0.6 | 16 | 0
COc1cc(/C=C2/C(=N)N3N=C(C(C)C)SC3=NC2=O)ccc1OCCOc1ccccc1C | 0.1 | -0.7 | 7 | -4
Cc1ccc(/C=N/NC(=O)Cn2cnc3c(=O)n(C)c(=O)n(C)c32)cc1 | 0.0 | -1.1 | 5 | 14
CCCCC1CN(CCC(=O)NC(C)c2nccs2)Cc2ccccc2O1 (configuration not stated) | -0.2 | -1.5 | -9 | -8
CCC(=O)N=c1sc2cc(Br)ccc2n1C | 0.1 | -1.1 | -1 | -21
Cc1ccccc1/C=C1\SC(=S)N(C(CCC(=O)O)C(=O)O)C1=O (configuration not stated) | -0.5 | -0.5 | -6 | -5
Cc1cc(C)n(-c2ccc(Cl)c(C(=O)OCC(=O)NC(N)=O)n2)n1 | 0.2 | 0.4 | 11 | 1
Cc1ccc(C(C)(C)C)cc1S(=O)(=O)Nc1ccccc1C(N)=O | 0.2 | 1.4 | 0 | -1
COc1ccc(CN2CCN(Cc3ccncc3)CC2CCO)c(F)c1 (configuration not stated) | -0.1 | 0.0 | 14 | -2
CCOc1cc(CO)ccc1OCc1cccc([N+](=O)[O-])c1 | -0.2 | 0.3 | 3 | -2
CCOc1ccc(NC(=O)c2noc3c2COc2ccccc2-3)cc1 | 0.0 | 0.3 | 3 | 0
CC(=O)C1=C(O)C(=O)N(CCCO)C1c1ccc([N+](=O)[O-])cc1 (configuration not stated) | -0.2 | 1.0 | 6 | -3
CN(C)c1cccc(-c2nc(-c3cc4ccccc4o3)cnc2N)c1 | -0.1 | 0.9 | -15 | -4
COc1ccc(NC(=O)NC2(C(=O)N3CCCCC3)CCCCC2)cc1 | 0.1 | 0.6 | 0 | 2
CCN(CC)C(=O)CSc1nc2ccccc2c2nc(C)nn12 | -0.2 | -0.5 | -16 | 0
COCCCNC(=O)c1ccc2c(c1)N(Cc1ccccc1)C(=O)CS2 | -0.1 | 1.2 | -6 | 11
O=C(NCc1cccnc1)C(=O)NCC1OCCN1S(=O)(=O)c1ccc(F)cc1 (configuration not stated) | -0.1 | 1.0 | 8 | -2
CCN(CC)C(=O)C1CCCN(c2cc(C(=O)NCc3cccc(C(F)(F)F)c3)ccn2)C1 (configuration not stated) | 0.5 | -1.7 | -1 | -1

Profiles as entered above. Order of screens: FBW7 act | GPR151 ag | MITF primary | TEAD-YAP inh
O=C(c1ccc(Cl)c(S(=O)(=O)N2CCOCC2)c1)N1CCCC1 in the list: 0.0 | -0.4 | 10 | -5
O=C(NCc1cccnc1)C(=O)NCC1OCCN1S(=O)(=O)c1ccc(F)cc1 (configuration not stated) in the list: -0.1 | 1.0 | 8 | -2
COc1ccc(CN2CCN(Cc3ccncc3)CC2CCO)c(F)c1 (configuration not stated) in the list: -0.1 | 0.0 | 14 | -2
CCOc1cc(CO)ccc1OCc1cccc([N+](=O)[O-])c1 in the list: -0.2 | 0.3 | 3 | -2

Later entries:
SMILES | FBW7 act | GPR151 ag | MITF primary | TEAD-YAP inh
C/C(CC(=O)Nc1ccc2c(c1)OCO2)=N\NC(=O)C12CC3CC(CC(C3)C1)C2 | 0.0 | -0.7 | 8 | -47
O=C(Nc1ccc2nsnc2c1)c1ccccc1Cl | 0.0 | -0.5 | 2 | -47
CC(=O)c1cccc(NC(=S)Nc2ccc(Br)cn2)c1 | -0.1 | -2.1 | -7 | 0
Cc1ccc(S(=O)(=O)CCC(=O)OCc2ccc([N+](=O)[O-])cc2)cc1 | 0.0 | 1.5 | 15 | -4
Cc1sc(NC(=O)CN(Cc2cccs2)C(=O)C2CCCCC2)c(C(N)=O)c1C | -0.1 | 1.9 | 1 | 4
CCOC(=O)N1CCC(NC(=O)c2cnn(-c3ccccc3)c2-n2cccc2)CC1 | -0.1 | -0.6 | 0 | 6
COc1cccc(N2C(=O)C3C4c5ccccc5C(C(C)=O)(c5ccccc54)C3C2=O)c1 (configuration not stated) | -0.2 | -0.3 | -3 | -2
O=C(c1ccncc1)N1CCN(c2ccc(F)cc2)CC1 | -0.1 | 3.7 | -13 | -1
c1ccc(C2(CNCC3COc4ccccc4O3)CCCC2)cc1 (configuration not stated) | -0.1 | 0.6 | 24 | -1
CCCc1nnc(SCC(=O)Nc2ccc(OC)cc2)n1N | 0.8 | 0.8 | 6 | 15
COc1ccc(C2NC(=S)NC3=C2C(=O)CCC3)cc1 (configuration not stated) | -0.2 | -0.3 | -2 | -8
O=C(CC(=O)C(F)(F)F)c1cccs1 | -0.1 | -0.6 | 0 | -3
CC(=O)Nc1nc(-c2ccccc2)nc2c1c(=O)oc1ccccc12 | 0.1 | 1.0 | 2 | 14
CC(C)(C)c1ccc(/C=C(\C#N)C(=O)NCCN2CCOCC2)cc1 | 0.0 | -0.4 | 0 | 2
CCOC(=O)c1ccc(-n2c(C)cc(C=NCc3cn4ccsc4n3)c2C)cc1 | -0.3 | 1.6 | 10 | -1
O=C(NCCCN1CCCC1=O)c1ccnc(N2CCCC2CO)c1 (configuration not stated) | 0.3 | 3.0 | -5 | -3
CC(=O)Nc1cccc(NC(=O)CSc2ccc(-c3ccccc3)nn2)c1 | 0.8 | -10 | 12 | -42
COc1ccccc1NC(=O)C(=O)NCc1ccc2c(c1)OCO2 | 0.0 | -1.0 | 0 | -9
COc1ccc(-c2[nH]nc3c2C(c2cn[nH]c2-c2ccc(F)cc2)C(C#N)=C(N)O3)cc1OC (configuration not stated) | -0.2 | -0.2 | 4 | -12
O=C(COc1ccc(Cl)cc1)Nc1sc2c(c1C(=O)Nc1cccc3ccccc13)CCC2 | -0.1 | 2.1 | -8 | -15
Cc1cc(OCC(=O)Nc2ccc3oc(-c4ccccc4Br)nc3c2)cc(C)c1Cl | 2.0* | 3.2 | 25 | 3
CC1CCc2nn(CC(=O)NCCN3CCCCC3C)cc2C1 (configuration not stated) | -0.1 | 0.2 | 14 | -2
CN(C)S(=O)(=O)c1ccc(NC(=O)c2cc(-c3cccs3)nc3ccccc23)cc1 | 0.0 | 0.7 | -1 | 22
O=C(CCS(=O)(=O)c1ccccc1)Nc1ccc2c(c1)C(=O)NC2=O | 0.0 | 3.0 | 12 | -1
CCc1nnc(NC(=O)COCC(=O)Nc2nnc(CC)s2)s1 | -0.1 | -0.2 | 5 | 5

A section of the results above:
SMILES | FBW7 act | GPR151 ag | MITF primary | TEAD-YAP inh
CN(C)S(=O)(=O)c1ccc(NC(=O)c2cc(-c3cccs3)nc3ccccc23)cc1 | 0.0 | 0.7 | -1 | 22
O=C(CCS(=O)(=O)c1ccccc1)Nc1ccc2c(c1)C(=O)NC2=O | 0.0 | 3.0 | 12 | -1
CCc1nnc(NC(=O)COCC(=O)Nc2nnc(CC)s2)s1 | -0.1 | -0.2 | 5 | 5

Other results.
SMILES | FBW7 act | GPR151 ag | MITF primary | TEAD-YAP inh
COc1ccc(NC(=O)CC2C(=O)N(C)C(=S)N2Cc2ccco2)cc1 (configuration not stated) | 1.1 | 0.1 | 11 | 14
CCC(COC)NC(=O)C1CCCN(c2nc(C)c3ccc(OC)cc3n2)C1 (configuration not stated) | 0.0 | 0.2 | 1 | 2
Cc1cc(NC(=O)CCN2N=C(c3ccccc3)CCC2=O)no1 | 0.9 | 0.0 | 7 | -4
O=C(O)c1ccc(Nc2nc(Nc3ccc(C(=O)O)cc3)c([N+](=O)[O-])cc2[N+](=O)[O-])cc1 | 0.6 | -0.3 | 7 | 4
Cc1ccc2[nH]c(=O)c(CN(CCCO)C(=O)c3ccccc3)cc2c1 | 0.1 | 1.0 | 12 | -6
N#CC(C#N)=C(N)/C(C#N)=C/c1ccc(-c2ccc(Cl)c(Cl)c2)o1 | -0.2 | -0.4 | 8 | -4
O=C(NC1CCCCC1)c1cc2ccccc2o1 | -0.2 | 1.9 | -10 | -13
CS(=O)(=O)N(CC(=O)NCc1ccncc1)c1cccc([N+](=O)[O-])c1 | -0.2 | -1.1 | -3 | 7
NC(=O)COC(=O)c1c(Cl)cccc1Cl | 0.0 | -0.5 | 0 | 6
CC(C)N1CCc2c(sc(NC(=O)c3ccccc3Oc3ccccc3)c2C(N)=O)C1 | -0.1 | 1.5 | 6 | -4
Cc1cc(Oc2coc3cc(OC(=O)c4cccs4)ccc3c2=O)cc(C)c1Cl | 0.0 | -0.6 | 0 | -17
C/C(=C\c1ccccc1)C(=O)Nc1nccs1 | 0.0 | -2.1 | -16 | -46
O=C(Nc1ccc([N+](=O)[O-])cc1[N+](=O)[O-])C(F)(F)F | 0.3 | 0.3 | -4 | 1
N#Cc1cccc(CN2CCC(NCCc3ccccc3)CC2)c1 | 0.1 | -0.7 | 17 | -10
CCCOC(=O)C1=C(C)NC(=O)NC1c1ccc(OCCC)cc1 (configuration not stated) | 0.0 | -1.1 | -14 | 43*
CCn1nnnc1-c1ccc(OC)c(S(=O)(=O)Nc2cccc(C(C)=O)c2)c1 | 0.1 | 0.0 | 4 | 9
CN1CCN(C(=O)c2cccc(-c3cncc(-c4ccccc4CO)n3)c2)CC1 | 0.0 | 0.8 | 10 | 1
COc1cc(OC)c(OC)cc1CNc1ccc(F)c(F)c1 | 0.8 | -1.0 | 0 | 8
Clc1ccccc1-n1ncnc1-c1ccc(Br)cc1 | 1.1 | -1.6 | 48 | -10
Cc1ccc(C2/C(=C(/O)c3ccccc3)C(=O)C(=O)N2CCCN(C)C)o1 (configuration not stated) | -0.1 | 0.0 | 5 | -10
CCN1CCC(C2(Cc3ccccc3F)NC(=O)NC2=O)CC1 (configuration not stated) | 0.0 | -0.1 | 10 | 11
O=C(Nc1cc(Cl)ccc1O)c1ccc(N2C(=O)c3ccccc3C2=O)cc1 | -0.1 | 1.0 | -18 | -19
CC(C)(C)N(Cc1ccccc1)C(=O)COC(=O)c1ccc(NC(N)=O)cc1 | 0.1 | 0.7 | -3 | -2
O=C(Cc1ccccc1[N+](=O)[O-])NCCc1ccc(F)cc1 | 0.2 | 0.2 | 2 | 5
CCOC(=O)c1c(NC(=O)c2cc(-c3cc(C)ccc3C)nc3ccccc23)sc2c1CCCC2 | 0.1 | -0.9 | -16 | -5
SMILES | FBW7 act | GPR151 ag | MITF primary | TEAD-YAP inh
COc1ccc(OCC(O)CNC(C)C)cc1 (configuration not stated) | -0.1 | -0.5 | 4 | 17
COc1ccccc1CNC(=O)C(=O)NCC1CCCN1S(=O)(=O)c1ccccc1 (configuration not stated) | -0.1 | -1.8 | 3 | 2
CC(=O)c1cccc(NC(=O)N2CCCC2C(=O)NCCC(C)C)c1 (configuration not stated) | -0.1 | 0.2 | 19 | -6
COc1cc(OC)cc(-c2nc(-c3nonc3N)no2)c1 | 0.4 | -0.2 | -1 | 9
CC1(C)NC(=O)N(CCOc2ccc([N+](=O)[O-])cc2)C1=O | -0.2 | 1.0 | -4 | -4
COCCNC(=S)N1CCN(Cc2ccc(Cl)c(Cl)c2)CC1 | 0.2 | -1.2 | 19 | 11
CN1C(=O)CC(C(=O)Nc2ccc(C(=O)O)cc2)SC1=Nc1ccccc1 (configuration not stated) | 0.1 | -2.3 | -1 | 12
O=C(Cc1c(Cl)cccc1Cl)N1CCC2(CC1)CC(O)(c1ccc(F)cc1)CO2 (configuration not stated) | -0.1 | 2.7 | -2 | -3
CC1(C(=O)NC2CCCCC2)Cc2ccccc2C(=O)N1CC1CCCO1 (configuration not stated) | 0.0 | 1.9 | 0 | -12
Cc1cccc2c1-c1sc(C(=O)NCCc3ccc(S(N)(=O)=O)cc3)cc1CO2 | 0.1 | -0.2 | -11 | 0
CC(=O)Nc1ccc2nc(NC(=O)Cc3ccccc3)sc2c1 | -0.7 | 0.4 | 1 | -34
CCN(c1cc(C)cc(C)c1)S(=O)(=O)c1nnc(NC(=O)CC(C)C)s1 | -0.1 | 1.8 | 0 | -10
Cc1ccc2nc(-c3ccc(N=c4oc5ccccc5cc4C(N)=O)cc3)sc2c1 | -0.1 | 1.1 | 9 | -18

Rewritten as labelled records: part of the list above
COc1cccc(N2C(=O)C3C4c5ccccc5C(C(C)=O)(c5ccccc54)C3C2=O)c1 (configuration not stated)
  FBW7 act = -0.2
  GPR151 ag = -0.3
  MITF primary = -3
  TEAD-YAP inh = -2

O=C(c1ccncc1)N1CCN(c2ccc(F)cc2)CC1
  FBW7 act = -0.1
  GPR151 ag = 3.7
  MITF primary = -13
  TEAD-YAP inh = -1

c1ccc(C2(CNCC3COc4ccccc4O3)CCCC2)cc1 (configuration not stated)
  FBW7 act = -0.1
  GPR151 ag = 0.6
  MITF primary = 24
  TEAD-YAP inh = -1

High-throughput results as filed in PubChem BioAssay.
